Bioassay records from PubChem.
EP2 modulator: modulators of human EP2 prostaglandin E2 receptor | EP2-expressing cells, cAMP HTRF FRET, PGE2 co-stimulation | induction, % at 25 µM | hit rate 0.83% among 260,000;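 active = compounds whose cAMP rise, as percent of the full-agonist control response, exceeds 60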;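 note: rat C6 glioma line stably carrying human EP2 under a CMV promoter; the protocol text gives 20 µM as final concentration; 100% = response of wells given 1 µM PGE2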
Target sequence (P43116 whole entry, looked up): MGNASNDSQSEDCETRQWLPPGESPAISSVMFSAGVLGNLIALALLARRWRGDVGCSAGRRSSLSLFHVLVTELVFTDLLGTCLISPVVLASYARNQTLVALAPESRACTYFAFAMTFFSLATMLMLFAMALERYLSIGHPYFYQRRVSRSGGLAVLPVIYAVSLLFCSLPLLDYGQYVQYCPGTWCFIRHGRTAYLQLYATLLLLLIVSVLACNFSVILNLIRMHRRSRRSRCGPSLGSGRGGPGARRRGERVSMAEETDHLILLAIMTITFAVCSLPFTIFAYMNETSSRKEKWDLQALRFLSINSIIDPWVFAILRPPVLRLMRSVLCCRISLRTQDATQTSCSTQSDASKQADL
p97 inhibitor: blocks human p97 ATPase activity; P55072; recombinant p97 ATPase, Kinase-Glo ATP luminescence, 3 h; inhibition, % at 8 µM; hit rate 0.42% among 220,000; AID 1481; in the data active = inhibition above about 15%;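 note: 0% = DMSO vehicle and 100% = wells lacking enzyme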
NPY2 pot ag: human NPY-Y2 potentiation or agonism, primary screen | hit rate 0.45% among 220,000 | activation, % at 3.6 µM | cells expressing NPY-Y2, potentiator/agonist read-out | AID 1359; in the data active = activation above about 27%;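 note: cells stimulated with NPY near EC25 plus isoproterenol at EC100; 0% = vehicle plus submaximal agonist and 100% = vehicle plus saturating agonist; some results beyond the cut were filed as inactive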
S1P4 antagonist: human S1P4 receptor antagonism; S1P4-expressing cells, antagonist mode, reporter read-out; O95977; inhibition, % at 4.98 µM; AID 1510; hit rate 0.26% among 220,000; in the data active = inhibition above about 29%;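 note: 0% = wells stimulated with agonist and 100% = vehicle wells without agonist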
PGE2 EP2 inh: inhibitors of human EP2 prostaglandin E2 receptor; P43116; C6 glioma cells expressing human EP2, cAMP TR-FRET; cells stimulated with saturating PGE2; inhibition, % at 25 µM; hit rate 0.52% among 260,000;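 active = percent inhibition above 40 after rounding to a whole number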;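 note: rat C6 glioma host cells with rolipram phosphodiesterase inhibitor present; the protocol text gives 20 µM as final concentration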
NPY-Y1 antag: blocks the human neuropeptide Y Y1 receptor. HEK293-CNG Y1 cells, membrane potential fluorescence; NPY at EC95, then isoproterenol. P25929. hit rate 1% among 200,000. AID 1040. inhibition, % at 3.6 µM;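 active = inhibition above the campaign mean inhibition of all tested compounds plus 3 SD, cut at about 20% in these data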;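 note: 0% = DMSO wells given NPY plus isoproterenol and 100% = isoproterenol alone without NPY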
Target sequence (P25929 whole entry, looked up): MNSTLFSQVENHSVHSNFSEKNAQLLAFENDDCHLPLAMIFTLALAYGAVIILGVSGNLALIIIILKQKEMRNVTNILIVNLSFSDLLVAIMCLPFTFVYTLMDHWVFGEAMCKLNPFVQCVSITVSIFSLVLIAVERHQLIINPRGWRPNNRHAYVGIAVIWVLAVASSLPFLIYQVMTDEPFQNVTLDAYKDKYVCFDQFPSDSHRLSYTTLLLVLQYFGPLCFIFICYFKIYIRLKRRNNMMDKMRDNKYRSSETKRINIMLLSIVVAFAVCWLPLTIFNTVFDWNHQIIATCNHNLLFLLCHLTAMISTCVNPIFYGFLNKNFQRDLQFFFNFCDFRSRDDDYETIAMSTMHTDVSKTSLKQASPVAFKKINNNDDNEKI
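Material: HEK293 cells co-expressing NPY Y1 receptor and cyclic-nucleotide gated channel. Timing: compound incubation 1 h at room temperature, readout 45 min post-stimulation. Signal: fluorescence, membrane potential probe.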
S1P4 agonist: activates the human S1P4 receptor; O95977; S1P4-expressing cell line, agonist reporter assay; activation, % at 4.98 µM; hit rate 0.35% among 220,000; AID 1509; in the data active = activation above about 11%;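 note: 0% = DMSO vehicle and 100% = reference agonist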
NPY-Y1 PAM-ag: potentiators or agonists of human neuropeptide Y receptor Y1; P25929; NPY-Y1 expressing cells, potentiator/agonist activation; activation, % at 3.6 µM; hit rate 0.37% among 220,000; AID 1304; in the data active = activation above about 33%, passing the limit was not always enough;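 note: cells stimulated with NPY at EC10 then isoproterenol at EC100; 0% = low agonist plus stimulus and 100% = saturating agonist plus stimulus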
eIF4E 4G PPI: eIF4E/eIF4G interaction inhibition in translation initiation. hit rate 0.37% among 220,000. inhibition, % at 21.7 µM. AID 782. TR-FRET eIF4E-eIF4GI(517-606) binding, 2 h;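 active = inhibition above about 30%, limit read from the data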;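 note: 0% = full FRET control wells and 100% = background wells lacking eIF4GI fragment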
Active calls of the source: *; / = no result given; & = joins results of further samples; [ ] = dose if it differs, or a comment.

SMILES	EP2 modulator	p97 inhibitor	NPY2 pot ag	S1P4 antagonist	PGE2 EP2 inh	NPY-Y1 antag	S1P4 agonist	NPY-Y1 PAM-ag	eIF4E 4G PPI
O=Cc1nc(-c2ccc(Cl)cc2)n2ccccc12	1	-2	-9	-13	2	9	-0.7	-17	2[fluorescence artefact?]
Cc1ccc(-c2ccc(CCC(=O)O)n2-c2cccc(O)c2)cc1	-57&22	3	-16	11	7&9	13	-1.7	9	2
CC1(C)CC(=O)c2cn3c(nc2C1)nc1ccccc13	7	1	-6	-2	6	0	1.4	0	2
C#CCSc1nc2[nH]ncc2c(=O)[nH]1	18	-4	1	-21	1	5	0.6	-11	-4
CCOC(=O)Cc1cc(-c2ccc(O)cc2)nc2ccc3ccccc3c12	19	-3	-23	5	24	2	0.4	-7	3
COc1ccc2[nH]c(C)c(CCN(Cc3cccs3)C(=S)Nc3ccc(F)cc3)c2c1	17	-4	11	-4	11	-9	-3.6	6	0
Cc1ccccc1CC1(CO)CCCN(C(=O)c2cc(-c3ccccc3)no2)C1 (stereo not given)	-26	-5	-13	-7	5	0	1.9	-5	0
Cc1ccc(OC(=O)c2ccc3snnc3c2)cc1	0	-3	7	5	11	2	-0.8	15	9
Cc1ccccc1NC(=S)NC(=O)c1cc(-c2ccccc2)nc2ccccc12	31	0	-83	-6	13	21*	-0.3	-90	-1
O=C(CN(c1ccc(F)cc1)S(=O)(=O)c1ccc2c(c1)OCCO2)NCc1ccccn1	-1	0	6	-10	9	7	-2.2	18	-9
COc1ccc(CCN2C(=O)NC(NS(=O)(=O)c3ccc(NC(C)=O)cc3)(C(F)(F)F)C2=O)cc1OC (stereo not given)	21	-2	-1	-13	7	2	-1.4	-13	0
O=c1[nH]c(N2CCc3ccccc3C2)nc2c1CCCC2	/	-4	1	-33	/	0	1.3	-3	/
CC(C)(C)C(=O)Nc1ccccc1N1CCN(C(=O)c2ccc(Cl)cc2)CC1	27	7	-3	-4	15	2	-2.2	8	-16
COC(=O)c1cc(Nc2cc(C)c3ccc(O)cc3n2)cc(C(=O)OC)c1	-23	5	-10	-9	5	/	-1.4	-3	-10
CCOCCN1CCN(C(=O)CN2CCCC2=O)CC1	20	1	-3	-7	6	1	-0.1	-14	1
CCC(C)(C)n1nnnc1CN1CCC(O)(c2cccc(C(F)(F)F)c2)CC1	7	-8	9	-4	7	-5	-0.9	-8	2
CCN1CCN(C(=O)CSCc2nc(-c3ccc(OC)c(OC)c3)oc2C)CC1	2	0	-10	7	/	-1	0.7	3	-5[fluorescence artefact?]
O=C(c1ccccc1)N1CCc2ccccc21	-4&34	-4	-15	15	10&9	1	1.3	-1	2
Cc1cc2nc(SCC(=O)N(C)C)c3c(c2cc1C)CCCC3	62*	-1	14	-14	13	1	-0.8	6	5
COc1cc(CCN2C(=O)c3cccc4cccc(c34)C2=O)c(S(=O)(=O)NCCO)cc1OC	-4	2	5	3	12	-1	-1.9	3	-1[fluorescence artefact?]

Quoted from the listing:
COc1cc(CCN2C(=O)c3cccc4cccc(c34)C2=O)c(S(=O)(=O)NCCO)cc1OC in NPY-Y1 PAM-ag → 3
Cc1ccccc1CC1(CO)CCCN(C(=O)c2cc(-c3ccccc3)no2)C1 (stereo not given) in EP2 modulator → -26

2 of the compounds above, with each value named:
> CCC(C)(C)n1nnnc1CN1CCC(O)(c2cccc(C(F)(F)F)c2)CC1
  EP2 modulator: 7
  p97 inhibitor: -8
  NPY2 pot ag: 9
  S1P4 antagonist: -4
  PGE2 EP2 inh: 7
  NPY-Y1 antag: -5
  S1P4 agonist: -0.9
  NPY-Y1 PAM-ag: -8
  eIF4E 4G PPI: 2

> CCOC(=O)Cc1cc(-c2ccc(O)cc2)nc2ccc3ccccc3c12
  EP2 modulator: 19
  p97 inhibitor: -3
  NPY2 pot ag: -23
  S1P4 antagonist: 5
  PGE2 EP2 inh: 24
  NPY-Y1 antag: 2
  S1P4 agonist: 0.4
  NPY-Y1 PAM-ag: -7
  eIF4E 4G PPI: 3

(cont.)
SMILES	EP2 modulator	p97 inhibitor	NPY2 pot ag	S1P4 antagonist	PGE2 EP2 inh	NPY-Y1 antag	S1P4 agonist	NPY-Y1 PAM-ag	eIF4E 4G PPI
COC(=O)c1ccc(-c2noc(CN3C[C@H]4CC[C@H]3C4)n2)cc1	0	1	-7	-7	7	2	0.0	2	0
CCCS(=O)(=O)N1CCCC(c2nc(-c3cccc(OC)c3)no2)C1 (stereo not given)	-18&-15	-1	17	5	11&14	5	-0.3	1	-6
Cc1oncc1-c1cn2ccccc2n1	7	5	8	-21	12	0	-6.1	-8	8
Cc1nc2ccc(-n3ccc(=O)cc3)cc2s1	14	-1	-25	-9	6	3	0.3	-10	-1
CC(C)CNC(=O)COC(=O)CCC(=O)c1ccc(Cl)cc1	-19	-5	-23	-11	6	6	0.8	-34	0
COc1ccc(OC)c(NC(=O)CSc2nnc(CNC(=O)c3ccco3)o2)c1	17	6	6	1	9	-2	3.5	22	6
Cc1cccc(N2C(=S)N=C(Nc3c(C)cccc3C)C23CCOC(C)(C)C3)c1 (stereo not given)	3	-3	-6	-6	19	3	1.0	-4	6
Cc1ccc(C2CC(=O)NC(SCCC(C)C)=C2C#N)cc1 (stereo not given)	-2	-6	-8	-33	8	7	-0.4	0	-8
O=C(O/N=C(/c1ccccc1)c1ccncc1)c1ccccc1[N+](=O)[O-]	-15	7	5	10	6	0	0.3	17	3
O=C1c2cccc3cccc(c23)C(=O)N1Cc1ccco1	-4	1	-8	-17	1	-3	0.5	-2	2
Cc1cc(C)c(OCCN(C)Cc2ccccc2)c(Br)c1	20	-3	-2	-4	5	3	-1.4	-4	1
CCC(C)NC(=O)CN(c1cc(C)cc(C)c1)S(=O)(=O)c1c(C)[nH]c(=O)[nH]c1=O (stereo not given)	-13	6	-9	8	9	/	0.2	10	2
Cn1ncc2cc(NC(=S)NC(=O)c3ccccc3)ccc21	-41	0	1	-7	2	-2	-1.6	-20	0
O=C(c1ccccc1)c1ccccc1NC(=O)C1CCCN1Cc1ccccc1 (stereo not given)	73*	-8	-13	-3	7	/	0.6	-5	3
C=CCSc1nnc(CSc2nc3sc4c(c3c(=O)[nH]2)CCCC4)n1-c1ccccc1	23	2	-14	-12	9	8	0.8	1	-1
COc1cc(/C=C/C(=O)N(Cc2ccccc2)c2ccccn2)cc(OC)c1OC	11	-1	-17	-11	7	-5	0.1	-11	1
Cn1c(=O)c(N)c2c3c(c(Br)ccc31)C(=O)c1ccccc1-2	-44	6	-3	10	14	/	-0.8	-8	-3
CC(=O)Nc1nonc1-c1nc2ccccc2n1CCC#N	27	3	3	-3	9	10	-2.0	17	4
CC(C)(C)c1ccc(/C=C/C(=O)NC2=NCCS2)cc1	-19	0	-19	3	12	-1	-0.1	15	-21
CCOC(=O)C1CCN(C(=O)c2cnn3c(C)cc(C)nc23)CC1	-17	-2	2	-8	14	1	1.3	-15	-14
COc1ccc(C(=O)Nc2ccc(CN3CCCCC3)cc2)cc1	-13	2	-5	0	0	-4	2.7	5	4
Cc1ccccc1NC(=O)CSC1=C(C#N)C(c2ccsc2)CC(=O)N1 (stereo not given)	-1	1	5	3	14	14	0.5	15	0
Cn1nc(C(=O)Nc2cccc(C(F)(F)F)c2)c2ccccc2c1=O	16	-6	-66	-10	/	29*	1.8	-50	1
CC(C)OC(=O)CSc1nnc(-c2ccco2)n1N	-3	4	9	-12	/	-3	-0.2	-3	-8
Cc1ccc(C(=O)NCc2ccccn2)o1	36	2	-4	-8	6	2	1.0	-9	1
Cc1ccc(CSc2nc3nc(C)cc(C)c3c(=O)[nH]2)cc1	-1	0	-16	-4	0	-1	-0.8	-29	-2
COCCN1C(=O)c2oc3cc(C)c(C)cc3c(=O)c2C1c1cccc(O)c1 (stereo not given)	/	0	-7	-9	6	3	-3.7	-1	/
O=C1C=C(NCc2ccncc2)CC(c2ccccc2)C1 (stereo not given)	4	0	3	-6	17	3	-1.1	-19	0
N#Cc1cnc2ncnn2c1-c1ccccc1	2	1	8	-12	8	4	-1.6	-12	8
CC(C)CC(=O)NC(c1ccccc1Cl)c1c(O)ccc2ccccc12 (stereo not given)	6	7	4	-8	7	2	13*	11	2
Cc1cccc(C)c1OC(=O)CSc1nnc(-c2ccccc2O)o1	14	2	-21	-4	9	2	1.2	-37	-17
COc1cc(NC(=O)COc2ccccc2[N+](=O)[O-])ccc1NC(=O)c1cccs1	-5	-2	-4	-5	4	2	0.4	-2	15
CCOc1ncccc1C(=O)Nc1ccc(Cl)cc1	33	-1	-17	-4	6	3	1.3	-10	3
C=CCNC(=O)/C(=C\c1ccc(Br)cc1)NC(=O)c1ccccc1OC	8	0	-11	-12	4	7	-0.8	6	-4
Cc1cc(/C=N/NC(=O)c2ccccn2)c(C)n1-c1cccc([N+](=O)[O-])c1	-24	3	5	-7	5	-2	0.9	12	-3
Cc1cc(C(=O)N2CCCc3ccccc32)no1	13	3	-7	-14	10	1	0.3	6	-4
COC(=O)[C@H](Cc1ccccc1)NC(=O)N1CC(C)OC(C)C1 (stereo not given in full)	12	4	7	-29	14	3	-2.9	5	-4
CCOC(=O)c1cc2c(nc1N)CC(C)(C)OC2	21	-1	11	-14	6	-4	1.0	7	-1
Cc1ccccc1NS(=O)(=O)c1ccc(OCC(=O)NCc2cccnc2)cc1	0	5	16	-15	8	-2	-1.1	1	1
O=C(COC(=O)c1cc([N+](=O)[O-])ccc1NCc1ccccc1)NC1CCCCC1	-1	7	6	-5	12	2	15*	14	-3
CSc1nc2ccc(NS(=O)(=O)c3ccc(Cl)s3)cc2s1	-45	4	-6	3	22	18	1.6	-17	4
COc1ccc(OCCNC(=O)C(c2ccccc2)c2ccccc2)cc1	24	2	-8	-4	5	2	4.2	7	0
CN(C)/C=C/C(=O)Oc1ccc(Cl)cc1Cl	19	1	-8	-4	3	3	0.8	-8	3
CC(=O)c1c(C)[nH]c(-c2ccccc2)nc1=S	5	-13	-7	2	3	/	0.7	-9	3
CCc1nc(NCc2ccc3c(c2)OCO3)c2oc3ccccc3c2n1	-45	-5	-24	5	21	17	0.3	-48	8[fluorescence artefact?]
COc1cc(OC)c(C2C(C(=O)Nc3ccccc3)=C(C)Nc3ncnn32)cc1OC (stereo not given)	12	3	-5	3	1	1	2.6	8	3
COC(=O)c1ccccc1NC(=O)NCc1ccccn1	8	5	2	9	9	3	0.5	-8	5
CC1(c2ccccc2)CC(c2ccccc2)=Nc2ccccc2N1 (stereo not given)	88*	8	-6	-9	8	/	1.4	5	-5
COC(=O)c1cc(CSC(=N)N)ccc1OCCC(C)C	-29	3	-25	-4	3	/	0.3	-48	2
CCOC(=O)c1ccc(NC(=O)CN2C(=O)C(=O)N(CC(C)C)C2=O)cc1	37	-6	-8	1	5	4	0.6	5	-15[fluorescence artefact?]
Cc1sc2nc(CSCC(=O)NC(C)(C)C)[nH]c(=O)c2c1C	28	2	2	-1	3	-3	1.0	0	-3
CCCCOC(=O)Nc1ccccc1C(N)=O	20	4	7	0	3	-1	-1.4	13	1

Some of the compounds tested; rates above refer to the full screens.
